SENP1 inh: human SENP1 catalytic domain inhibitors, primary screen, biochemical, FRET, uHTS; inhibition, % at 10 µM; AID 624204, 2012; hit rate 0.21% among 360,000; Sentrin-specific protease 1 (Homo sapiens), Q9P0U3; recombinant SENP1 catalytic domain, CyPet-SUMO1-YPet FRET cleavage;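 active = inhibition at least 30% at 10 µM, raw YFP signal under a set limit, fluorescence ratio 0.5 to 1.5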;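 also: 0% = enzyme with DMSO and 100% = no enzyme wells; some results filed as inactive read as strong as hits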
Target sequence (Q9P0U3 419-644 limits assumed): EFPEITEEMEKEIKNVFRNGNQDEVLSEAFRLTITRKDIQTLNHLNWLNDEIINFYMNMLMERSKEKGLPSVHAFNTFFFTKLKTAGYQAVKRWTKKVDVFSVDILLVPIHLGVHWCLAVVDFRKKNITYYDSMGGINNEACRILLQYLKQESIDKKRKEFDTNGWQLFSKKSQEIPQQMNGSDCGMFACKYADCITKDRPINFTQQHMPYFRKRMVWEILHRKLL
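system = hSENP1 catalytic domain, recombinant | reagent = SFCypet-SUMO1-SFYpet substrate at 25 nM | doses = one dose per compound, 10 µM, 0.5% DMSO | incubation = enzyme reaction for 50 min at room temperature, dark | measured by = FRET, CFP and YFP emission | controls = no-enzyme low, enzyme-DMSO high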
NALP3 yeast inh: NALP3 inflammasome inhibitors in reconstituted yeast, primary screen, luminescence, uHTS. inhibition, % at 10 µM. Yeast reconstituted NLRP3/ASC/caspase-1, beta-gal luminescence, 24 h. hit rate 0.39% among 330,000. AID 2825, 2010;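 active = inhibition of 50% or more; inactive = inhibition below 50%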;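 also: plate controls were induced DMSO wells for no effect and uninduced yeast grown without galactose for full effect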
mIAP activ: activators of mouse IAP, primary screen, biochemical, luminescence, uHTS; hit rate 0.24% among 330,000; muIAP, CDP-Star luminescence, 30 min; hits give high values; 1 = vehicle-only enzyme signal, 0 = enzyme-free wells; AID 2805, 2010; activation factor at 10 µM;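 active = activation factor of at least 2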; also: the source names both 10 and 20 µM as test concentration; values of inactives mirror those of a sister screen read the other way
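Assay system: mouse IAP enzyme / Compound: DMSO-dissolved test compounds / Timing: 30 min, room temperature / Measured by: luminescence from enzymatic CDP-Star hydrolysis / Control set: DMSO-only wells, enzyme-free buffer wells as negative control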
mIAP inh: inhibitors of mouse IAP, primary screen, biochemical, luminescence, uHTS; purified mouse IAP, CDP-Star luminescence, 30 min; inhibition, % at 10 µM; hit rate 0.2% among 330,000; AID 2806, 2010;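 active = inhibition of at least 40% at 10 µM in the primary screen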;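 also: plate controls were DMSO with enzyme for no effect and no enzyme wells for full effect; values of inactives mirror those of a sister screen read the other way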
hIAP act: human IAP activators, primary screen, biochemical, luminescence, uHTS; Intestinal-type alkaline phosphatase (Homo sapiens), P09923; purified human IAP, CDP-Star luminescence, 30 min; hits give high values; 1 = vehicle-only enzyme, 0 = enzyme-free background; activation factor at 10 µM; hit rate 0.16% among 330,000;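 active = activation factor of the enzyme at least 2-fold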; also: the source names both 10 and 20 µM as test concentration; values of inactives mirror those of a sister screen read the other way
Target sequence (P09923 whole entry, looked up): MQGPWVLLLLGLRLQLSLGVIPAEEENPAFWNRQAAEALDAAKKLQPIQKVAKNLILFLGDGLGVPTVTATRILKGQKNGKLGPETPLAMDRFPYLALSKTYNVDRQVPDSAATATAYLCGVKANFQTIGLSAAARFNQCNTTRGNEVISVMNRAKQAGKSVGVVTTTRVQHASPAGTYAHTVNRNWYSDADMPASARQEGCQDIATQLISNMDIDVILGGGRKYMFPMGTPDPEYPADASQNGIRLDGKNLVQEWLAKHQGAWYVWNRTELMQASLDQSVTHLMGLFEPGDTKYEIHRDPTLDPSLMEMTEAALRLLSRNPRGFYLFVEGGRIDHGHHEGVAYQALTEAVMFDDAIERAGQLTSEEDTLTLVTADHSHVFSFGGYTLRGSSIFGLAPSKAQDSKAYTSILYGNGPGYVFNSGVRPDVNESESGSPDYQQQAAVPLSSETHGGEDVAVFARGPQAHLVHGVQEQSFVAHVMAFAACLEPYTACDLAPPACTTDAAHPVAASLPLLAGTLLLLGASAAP
A3G deaminase: APOBEC3G DNA deaminase inhibitors, primary screen, biochemical, fluorescence, single-stranded DNA substrate, uHTS. recombinant A3G, ssDNA deamination FAM/TAMRA fluorescence. hit rate 0.28% among 330,000. inhibition, % at 20 µM. DNA dC->dU-editing enzyme APOBEC-3G (Homo sapiens), Q9HC16. AID 493012, 2011;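 active = inhibition of at least 40% at 20 µM, with no more than 30% in the related APOBEC3A deaminase screen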;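 also: plate controls were DMSO wells with A3G for no effect and wells lacking A3G enzyme for full effect; some compounds called inactive have numbers as strong as hits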
MIN6 prolif: inducers of MIN6 beta-cell proliferation, primary screen, ATP luminescence, uHTS | MIN6 cells proliferation, ATPlite luminescence, 48 h; cells starved in 0.2% serum; 100% = growth in 10% serum | proliferation, % at 10 µM | hit rate 0.29% among 330,000;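 active = compounds whose signal lies at least 3.5 SD above the mean of all wells on their plate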;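 also: 0% = DMSO-treated cells in low-serum medium and 100% = 10% serum control; some compounds called inactive have numbers as strong as hits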
APOBEC3A inh: APOBEC3A ssDNA deaminase inhibitors, primary screen, selectivity assay for APOBEC3G inhibitor project, biochemical, FAM/TAMRA oligo cleavage fluorescence; inhibition, % at 20 µM; hit rate 0.41% among 330,000; AID 493011, 2011; recombinant A3A, FAM/TAMRA ssDNA deamination fluorescence;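 active = at least 40% inhibition at 20 µM here, with at most 30% in a related deaminase screen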;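 also: plate controls were A3A with DMSO for no effect and wells lacking A3A enzyme for full effect; some results filed as inactive read as strong as hits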
Target sequence (P31941 whole entry, looked up): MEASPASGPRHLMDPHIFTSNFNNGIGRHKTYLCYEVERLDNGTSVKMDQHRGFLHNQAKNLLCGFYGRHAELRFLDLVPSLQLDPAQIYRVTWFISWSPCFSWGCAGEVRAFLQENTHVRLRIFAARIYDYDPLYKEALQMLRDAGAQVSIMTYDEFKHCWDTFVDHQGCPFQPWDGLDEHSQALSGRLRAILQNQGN
hIAP block: human IAP inhibitors, primary screen, biochemical, luminescence, uHTS | inhibition, % at 10 µM | purified IAP, CDP-Star luminescence, 30 min | hit rate 0.12% among 330,000 | Intestinal-type alkaline phosphatase (Homo sapiens), P09923;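 active = inhibition reaching a set limit with compound at 10 µM in the primary screen, cut at about 35% in these data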;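 also: plate controls were DMSO wells with enzyme for no effect and no-enzyme buffer wells for full effect; values of inactives mirror those of a sister screen read the other way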
* = called active by the depositor; . = no result given. The list is partial. The share of hits here may be higher or lower than overall.

SMILES	SENP1 inh	NALP3 yeast inh	mIAP activ	mIAP inh	hIAP act	A3G deaminase	MIN6 prolif	APOBEC3A inh	hIAP block
CN(C)C(=O)CSc1ccccc1C(=O)OCC(=O)NC1CC1	1.4	6.3	1.01	-1.1	0.913	-4.2	-2.2	-4.2	8.7
Cc1ccc(S(=O)(=O)N(CC(=O)NCc2cccnc2)c2ccc(F)cc2)cc1	3.4	9.9	0.972	2.8	1.1	-6.0	-1.4	-1.4	-10.4
Cc1ccc(-n2c(=O)cc(NCc3cccnc3)[nH]c2=O)cc1	-9.4	10.1	1.15	-14.7	1.02	-3.3	-1.3	-3.5	-1.7
COCCNC(=O)c1ccccc1NC(=O)CCSc1ccccc1	0.0	1.5	1.08	-8.3	1.01	-3.5	1.1	1.1	-0.6
FC(F)(F)c1cccc(-n2cc(-c3ccccc3)[nH]c2=S)c1	0.4	26.7	0.891	10.9	1.15	-5.1	-1.9	-2.3	-14.7
Cc1cc(C)cc(NC(=O)N2CCN(C/C=C/c3ccccc3)CC2)c1	-0.5	-9.9	1.18	-17.7	0.897	-3.8	-2.2	-4.4	10.3
COc1cc(C)nc(Oc2ccc(=O)[nH]n2)n1	2.6	10.0	0.953	4.7	0.821	0.7	-3.3	1.5	17.9
CCOC(=O)c1c(C)n(-c2ccc(C)cc2)c2ccc(OCC(O)CNCCCO)cc12 (configuration not stated)	3.0	20.1	1	-0.1	1.02	-10.7	-5.6	-2.0	-2.5
O=C(OCC(=O)c1ccc(S(=O)(=O)N2CCCC2)cc1)C1=COCCO1	2.2	6.3	0.939	6.1	1.16	-4.2	1.5	-3.4	-16.0
O=C(c1ccc2ccccc2c1)C1CCCN(S(=O)(=O)c2cccnc2)C1 (configuration not stated)	0.1	10.0	0.984	1.6	0.796	-4.7	-4.0	-1.3	20.4
O=C(NCc1nc2ccccc2[nH]1)C1=C[C@H](c2ccc(C(F)(F)F)cc2)C[C@H](OCCCCO)O1	-0.5	5.3	0.977	2.3	1.42	-14.4	-5.4	-6.2	-42.1
C/C(CC(=O)Nc1cccc(C(F)(F)F)c1)=N\NC(=O)c1ccncc1	-4.7	13.4	1.01	-1.0	1.01	-12.6	-6.1	-5.5	-1.2
CC(=O)Nc1ccc(NC(=O)CSc2nc(=O)n3cccc(C)c3n2)cc1	0.5	11.3	0.932	6.8	1.04	-1.6	-1.3	4.3	-4.3
COc1cccc(OC)c1OCCN1CCN(C(=O)c2ccco2)CC1	-0.3	13.0	1.03	-3.0	1.28	-2.0	-2.7	-2.6	-28.4
CCOc1ccc(N=C(/C(C(=O)C(=O)N2CCOCC2)=C(\O)c2ccccc2)c2ccccc2)cc1	-1.4	1.1	0.944	5.6	0.989	-1.5	0.0	-1.8	1.1
CC(NC(=O)c1ccccc1Cl)NC(=O)c1ccccc1Cl	0.4	14.3	0.977	2.3	0.931	-5.2	1.6	-3.5	6.9
OCCCc1nc2n(n1)C(c1cccs1)C=C(c1ccccc1)N2 (configuration not stated)	.	14.7	0.918	8.2	1.05	-29.2	0.8	-3.9	-5.5
OCCCc1nc2ccccc2n1CCc1ccccc1	-0.1	12.5	0.977	2.3	1.23	-6.2	-2.8	-6.3	-22.6
Cc1ccc(N2CC(=O)N(CC(=O)O)C2=O)cc1	1.3	4.3	0.979	2.1	1.16	-5.7	1.2	-1.6	-15.8
CC(=O)c1cccc(NC(=O)CCc2nnc3ccc(NCc4ccc5c(c4)OCO5)nn23)c1	-2.2	2.8	1.05	-5.0	1.09	-4.5	0.4	-1.8	-8.7
CCCCOC(=O)C(C)Oc1ccc(=O)n(-c2ccccc2)n1 (configuration not stated)	-1.5	8.6	1	0.0	0.785	-3.2	1.9	0.5	21.5
CC(Oc1ccccc1F)C(=O)Nc1ccc2ccccc2c1 (configuration not stated)	2.3	-11.2	1.12	-12.2	0.854	-4.1	0.1	-1.5	14.6
CCOC(=O)Cn1c(=N)n(CCOc2ccc(Br)cc2)c2ccccc21	-0.6	11.9	0.991	0.9	1.16	0.6	-1.9	4.4	-16.1
Cc1cc(C(=O)O)cc(S(=O)(=O)Nc2ccccc2C(=O)NC(C)c2ccccc2)c1C (configuration not stated)	-0.2	3.2	1	-0.5	1.03	-3.3	-0.6	-0.5	-3.0
CC1CN(Cc2ccccc2)c2nc3c(c(=O)n(CC(=O)O)c(=O)n3C)n2C1 (configuration not stated)	2.7	11.7	0.996	0.4	0.897	-11.9	-1.1	-7.3	10.3
O=C1CC(c2ccccc2)CCc2sccc2N1 (configuration not stated)	1.8	2.8	0.945	5.5	0.895	-3.8	-2.7	-1.0	10.5
O=C(c1ccc([N+](=O)[O-])cc1Cl)N1CCN(c2ccccn2)CC1	-0.6	-3.1	1.07	-7.3	0.986	0.0	-1.9	4.5	1.4
COc1ccc(OCCCC(=O)Nc2ccc(N3CCOCC3)cc2)cc1	1.1	22.2	1.08	-7.6	1.37	-3.1	0.9	-2.6	-36.6
O=C(OCc1ccc2c(c1)OCO2)c1ccc(S(=O)(=O)N2CCCC2)cc1	0.4	-73.8	0.958	4.2	0.896	-10.5	0.0	-3.8	10.4
CCOC(=O)CCCNC(=O)COc1ccccc1C#N	-0.3	2.2	1.04	-3.6	1.03	-0.9	-1.4	-3.3	-2.9

Some of these compounds in order of the mIAP inh value, ascending.
SMILES	mIAP inh
Cc1cc(C(=O)O)cc(S(=O)(=O)Nc2ccccc2C(=O)NC(C)c2ccccc2)c1C (configuration not stated)	-0.5
CC1CN(Cc2ccccc2)c2nc3c(c(=O)n(CC(=O)O)c(=O)n3C)n2C1 (configuration not stated)	0.4
O=C1CC(c2ccccc2)CCc2sccc2N1 (configuration not stated)	5.5

(next part)
SMILES	SENP1 inh	NALP3 yeast inh	mIAP activ	mIAP inh	hIAP act	A3G deaminase	MIN6 prolif	APOBEC3A inh	hIAP block
O=C(CN1C(=O)NC2(CCc3ccccc32)C1=O)Nc1cccc(F)c1 (configuration not stated)	1.5	8.2	1.02	-2.2	1.06	-5.0	5.7	-2.6	-6.2
COCC(C)NCc1cccc([N+](=O)[O-])c1 (configuration not stated)	1.8	23.2	0.917	8.3	0.879	-2.5	-2.8	-2.5	12.1
O=C(Nc1nnc(C2=COCCO2)o1)c1ccc(S(=O)(=O)N2CCCC2)cc1	0.9	8.9	0.949	5.1	1.01	-4.6	-3.2	-1.9	-1.2
O=C(Nc1cccc(C(=O)N2CCN(c3cccc(Cl)c3)CC2)c1)c1ccccc1	3.6	10.4	1.01	-0.8	1.31	-2.5	-3.9	1.1	-31.2
O=C(Nc1cnccn1)c1cccs1	-10.4	28.5	1.01	-0.7	1.28	-4.9	-1.2	-5.7	-28.2
Cc1ccc(F)cc1NC(=O)CN1CCN(Cc2ccccc2)CC1	1.6	15.2	0.948	5.2	1.06	-4.6	-5.1	1.8	-5.7
Cc1ccc(CCC(=O)Nc2ccc(N(C)C)cc2)o1	0.9	12.7	1.02	-2.1	0.805	-6.1	-2.2	-6.1	19.5
COC(=O)c1ccccc1NC(=S)NC(NC(=O)c1ccccc1[N+](=O)[O-])C(Cl)(Cl)Cl (configuration not stated)	-2.5	21.9	0.897	10.3	0.994	-5.5	-1.0	-0.1	0.6
C/C(Cc1ccccc1)=N\NC(=O)C1CCCCC1	0.9	-5.8	1.03	-2.8	0.994	-8.6	0.3	-2.2	0.6
CCCc1nc(N2CCN(S(=O)(=O)c3ccc(Cl)cc3)CC2)c2c(C)c(C)sc2n1	1.1	0.9	1.16	-15.8	1.05	-5.8	-4.5	-0.3	-5.1
O=C(CCCN1C(=O)/C(=C/c2ccccc2)SC1=S)Nc1ccccc1O	2.1	19.9	0.941	5.9	0.926	-4.4	-4.6	-0.8	7.4
Cn1ncc(Cl)c(Oc2ccc(C(C)(C)C)cc2)c1=O	-3.3	30.4	0.965	3.4	0.883	-4.6	-3.3	-2.0	11.7
O=C(Nc1ccc(COc2ccccc2)cc1)c1cccc([N+](=O)[O-])c1	1.1	3.8	0.954	4.6	1.12	-3.0	-1.6	1.0	-12.4
COc1ccc(Cl)cc1CSc1ncn[nH]1	0.6	11.5	0.985	1.5	1.31	2.9	-0.5	-4.1	-31.3
CC(C)c1nc(SCC(=O)N2c3ccccc3CC2C)c2ccccc2n1 (configuration not stated)	1.0	17.2	0.798	20.2	0.721	-8.3	-0.1	-6.8	27.9
O=S(=O)(Nc1ccc(N2CCOCC2)nn1)c1ccccc1	-6.9	0.2	1.06	-6.1	1.01	3.7	0.4	0.3	-1.5
CCC(C)NC(=O)CSc1n[nH]c(=O)n1CCc1ccccc1 (configuration not stated)	3.6	12.6	0.974	2.6	0.94	-7.7	-1.4	-2.8	6.0
CCOC(=O)C1CCCN(C(=O)Nc2cccc(Cl)c2)C1 (configuration not stated)	0.2	6.6	1.01	-1.0	0.802	-9.3	-0.9	-6.8	19.8
CCC(C)C(NC(=O)CCC(=O)OCC(=O)[C@@]1(O)CCC2[C@@H]3CCC4=CC(=O)C=C[C@]4(C)C3[C@@H](O)C[C@@]21C)C(=O)O (some centres not stated)	0.7	-22.7	1.01	-0.9	1.02	-4.6	-3.3	-1.4	-1.8
C[C@H](NC(=O)c1nc[nH]c1C(=O)N[C@@H](Cc1ccccc1)C(=O)OCc1ccccc1)C(=O)OC(C)(C)C	1.1	11.0	1.06	-5.8	1.37	-11.9	-8.8	-2.9	-36.6
Cc1ccc(Nc2nc(-c3sc(C)nc3C)cs2)cc1	1.1	31.2	1.06	-5.9	1.37	-4.4	-2.8	-4.2	-36.9
CCCn1nc(C(=O)Oc2ccc3c(C)cc(=O)oc3c2)c2ccccc2c1=O	-150.0	6.9	0.841	15.9	1.08	-0.9	0.0	3.0	-7.8
Cc1cc(C)nc(N(C#N)CCOc2ccccc2)n1	4.3	23.7	1.03	-2.9	0.884	-3.4	-2.6	-0.3	11.6
Cc1c(Cc2c(C)n(C)n(-c3ccccc3)c2=O)c(=O)n(-c2ccccc2)n1C	-2.0	2.8	1.07	-7.2	0.93	-3.2	-2.1	6.5	7.0
COc1ccc(/C=C2\SC(=S)N(CCC(=O)Nc3cccc(C(=O)O)c3)C2=O)cc1	-22.8	21.9	0.906	9.4	1.06	-4.2	-3.7	-5.9	-5.6
CCOC(=O)CNC(=O)c1ccc2[nH]c3c(c2c1)CCCC3	-43.7	7.8	0.967	3.3	0.998	-2.3	-2.0	-0.2	0.2

Compound activity deposited in PubChem BioAssay by Sanford-Burnham Center for Chemical Genomics.
